POLB inh = blocks human DNA polymerase beta activity | actives 1.3% (n = 340,000) | Potency, µM (series often up to 114 µM), for inactives: at the top dose activity change, negative = inhibition, actives largely listed as inhibitors | Pol beta primer extension/strand displacement, fluorescence kinetic | P06746; note: % is set by controls: 0 for no effect and ±100 for the full control effect
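Homogeneous kinetic assay of primer extension and strand displacement by 10 nM Pol beta, preincubated 15 min at room temperature with compound before 50 nM substrate (final) was added. Read at 0 and 10 min; four-parameter Hill fit.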
Apoferritin bind = candidate novel general anesthetic via apoferritin binding; P02791; apoferritin/1-aminoanthracene competitive binding, fluorescence; Potency, µM (series often up to 77.5 µM), for inactives: top-dose activity change, negative = displacement, actives largely listed as inhibitors; actives 0.074% (n = 350,000); AID 485281; note: % is set by controls: 0 for no effect and ±100 for the full control effect; nearly all actives have a fitted effect of over 20% in size
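Horse-spleen apoferritin (10 uM) in 50% saturated 1-aminoanthracene in PBS was incubated 10 min at room temperature with compound. Fluorescence (ex 380, em 535 nm) was normalized to free and bound 1-AMA, with concentration-response fitted by a four-parameter Hill equation.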
APEX1 inh = inhibitors of human APE1 endonuclease; P27695; recombinant APE1, TAMRA/BHQ-2 abasic DNA cleavage fluorescence; Potency, µM (titrated, usually from 65.8 µM), without a hit: at the top dose activity change, negative = inhibition, most hits filed as inhibitors; actives 0.35% (n = 350,000);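 note: plate controls were vehicle for no effect and reference inhibitor for full effect; nearly all actives have a fitted effect of over 55% in size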
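Step 1: APE1 (0.75 nM) with compound, 15 min RT. Step 2: add 50 nM fluorophore/quencher THF duplex. Step 3: three fluorescence reads 60 s apart (525/598 nm); read 3 minus read 1 = reaction progress.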
Pol iota inh = DNA polymerase iota (human) inhibition. Potency, µM (series often up to 115 µM), for inactives: at the highest dose activity, negative = inhibition, hits mostly inhibitors. actives 1% (n = 390,000). Pol iota fluorescent replication assay, 10 min. AID 588590. Q9UNA4
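Pol iota at 10 nM preincubated 15 min with compounds at room temperature; reaction started with fluorescent substrate, 50 nM final. Fluorescence read kinetically at 0 and 10 min; buffer-only wells as negative control.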
POLK inh = inhibitors of human DNA polymerase kappa; purified Pol kappa, fluorescent DNA synthesis assay, 10 min; actives 0.53% (n = 400,000); Q9UBT6; Potency, µM (titrated, usually from 107 µM), inactives show at the highest dose activity, negative = inhibition, hits mostly inhibitors; note: % is set by controls: 0 for no effect and ±100 for the full control effect
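Here, compound and 10 nM enzyme are combined for 15 min at room temperature; adding 50 nM substrate (final) starts DNA synthesis, tracked by fluorescence at 0 and 10 min against buffer-only wells.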
G9a block = inhibitors of human histone lysine methyltransferase G9a | Q96KQ7 | G9a H3K9 monomethylation, AlphaScreen, 2 h | Potency, µM (doses to about 102 µM), inactives show at the highest dose activity, negative = inhibition, actives largely listed as inhibitors | actives 8.8% (n = 350,000) | AID 504332; note: % is set by controls: 0 for no effect and ±100 for the full control effect; nearly all actives have a fitted effect of over 75% in size
Target sequence (Q96KQ7 913-1193 limits assumed): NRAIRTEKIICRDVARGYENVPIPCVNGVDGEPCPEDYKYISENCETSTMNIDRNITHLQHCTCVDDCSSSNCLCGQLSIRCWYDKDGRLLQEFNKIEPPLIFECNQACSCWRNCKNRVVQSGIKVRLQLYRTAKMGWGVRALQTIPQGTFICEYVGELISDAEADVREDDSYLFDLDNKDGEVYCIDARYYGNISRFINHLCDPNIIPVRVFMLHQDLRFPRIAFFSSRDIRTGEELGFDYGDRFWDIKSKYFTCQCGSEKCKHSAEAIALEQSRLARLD
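Signal arises when biotinylated H3K9 peptide, once monomethylated, bridges streptavidin donor and antibody-captured acceptor beads. Enzyme at 20 nM was preincubated 15 min with test compounds; peptide 500 nM and SAM 20 uM then reacted for 2 h.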
BLM inh = Bloom syndrome helicase (human) inhibition. recombinant BLM DNA unwinding, fluorescence dequenching. Potency, µM (doses to about 56.1 µM), for inactives: at the top dose activity change, negative = inhibition, hits mostly inhibitors. actives 0.2% (n = 350,000). AID 2528;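 note: plate controls were vehicle for no effect and no enzyme for full effect; nearly all actives have a fitted effect of over 35% in size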
BAZ2B block = blocks human BAZ2B; AlphaScreen BAZ2B-H3K14Ac peptide displacement; Potency, µM (doses to about 114 µM), inactives show top-dose activity change, negative = inhibition, actives largely listed as inhibitors; actives 4.4% (n = 360,000); note: % is set by controls: 0 for no effect and ±100 for the full control effect; nearly all actives have a fitted effect of over 60% in size
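In this displacement format the biotinylated H3(5-23) peptide acetylated at Lys14 serves as ligand at 50 nM, with BAZ2B at 50 nM in PBS pH 7.4 containing 0.01% Tween-20. Donor and acceptor beads are 10 ug/mL final.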
Pol eta inh = inhibitors of human DNA polymerase eta; actives 1.2% (n = 390,000); Q9Y253; Potency, µM (titrated, usually from 114 µM), without a hit: top-dose activity change, negative = inhibition, hits mostly inhibitors; recombinant Pol eta, fluorescent DNA replication assay; note: % is set by controls: 0 for no effect and ±100 for the full control effect
Target sequence (Q9Y253 whole entry, looked up): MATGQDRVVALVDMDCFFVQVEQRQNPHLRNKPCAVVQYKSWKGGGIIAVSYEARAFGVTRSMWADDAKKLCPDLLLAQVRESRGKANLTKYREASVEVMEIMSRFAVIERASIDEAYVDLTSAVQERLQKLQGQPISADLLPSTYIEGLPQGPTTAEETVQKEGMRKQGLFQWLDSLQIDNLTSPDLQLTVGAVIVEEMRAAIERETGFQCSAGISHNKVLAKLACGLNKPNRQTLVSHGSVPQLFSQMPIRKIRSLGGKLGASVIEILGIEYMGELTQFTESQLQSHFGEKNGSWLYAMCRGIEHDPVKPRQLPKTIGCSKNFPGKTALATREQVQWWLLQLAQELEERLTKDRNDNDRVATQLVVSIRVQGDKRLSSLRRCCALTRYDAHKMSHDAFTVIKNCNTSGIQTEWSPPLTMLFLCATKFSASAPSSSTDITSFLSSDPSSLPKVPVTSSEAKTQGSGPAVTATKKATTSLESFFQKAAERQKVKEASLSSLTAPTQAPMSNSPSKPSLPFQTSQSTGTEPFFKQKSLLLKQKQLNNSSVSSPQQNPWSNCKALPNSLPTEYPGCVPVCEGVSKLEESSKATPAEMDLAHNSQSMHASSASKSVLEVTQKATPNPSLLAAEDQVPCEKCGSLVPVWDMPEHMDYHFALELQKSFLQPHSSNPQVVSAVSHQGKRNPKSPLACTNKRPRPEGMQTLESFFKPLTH
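Pol eta (10 nM) was preincubated with compounds for 15 min at room temperature, after which fluorescent replication substrate (50 nM final) was added to start the reaction. Fluorescence was read kinetically at 0 and 10 min.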
* = called active by the depositor; ? = inconclusive; . = not tested or not shown; & = joins results of further samples; [ ] = remark or other dose. Calls come from the whole dose curve; as a rule, active = well fitted curve in the direction sought with a large enough effect; inconclusive = small, poorly fitted or top-dose-only effect, or another doubt; inactive = no such curve, though single readings can be large; an effect the other way counts as inactive or inconclusive. Potency is the fitted concentration of half-maximal effect.

SMILES | POLB inh | Apoferritin bind | APEX1 inh | Pol iota inh | POLK inh | G9a block | BLM inh | BAZ2B block | Pol eta inh
Cc1ccc(N2CC(C(=O)NCc3nnnn3-c3ccc(C)c(C)c3)CC2=O)cc1C (stereo unspecified) | -2% | -7% | . | 8% | -7%[60.1 µM] | 4%[59 µM] | -2% | 4% | 12%
CCOC(=O)N1CCN(C(=O)COc2ccc(Cl)cc2C)CC1 | 29% | -3% | 0% | -1% | -14% | 29%[12.7 µM] | 1% | 0% | -9%
C=CCn1c(SCC)nc2sc3c(c2c1=O)CCc1ccccc1-3 | 0% | 3% | -1% | -10% | -5% | 36%[activator] | -7% | 20%[57.1 µM] | -4%
CC(C)CC(C(=O)NC(C)(C)C)N(Cc1cccs1)C(=O)c1snc(C(N)=O)c1N (stereo unspecified) | 4% | -19% | -6% | 19% | -15% | -4% | -3% | . | ?
Cc1cc(NC(=O)c2c(-c3c(F)cccc3Cl)noc2C)no1 | 6% | 21% | -2% | 51%[activator] | -8% | ? | -2% | -35% | -16%
O=C(Nc1ccccn1)c1csc2c1CCCC2 | 6% | ? | 2% | -11% | -5% | 34% | 0% | -16% | -1%
COc1ccc(O)c(/C=N/NC(=O)c2c(C)nnn2-c2nonc2N)c1 | 4.5µM* | 1% | -6% | ? | ? | 79µM* | -28% | ? | ?
CC(NC(=O)/C(=C/c1cccc([N+](=O)[O-])c1)NC(=O)c1ccco1)C(=O)O (stereo unspecified) | 7% | 5% | 21% | 17% | -11% | 12%[59 µM] | 2% | 12% | 1%
CCCn1c(N)c(N(CCOC)C(=O)c2ccc(F)cc2F)c(=O)[nH]c1=O | 1% | 8% | 58%[activator] | 25% | 11% | -2% | -9% | -29% | -12%
CC1(C(=O)NC2CCCCC2)Cc2ccccc2C(=O)N1Cc1ccc(Cl)cc1 (stereo unspecified) | 0% | -3% | . | 16% | -1% | 7%[59 µM] | 0% | 4% | .
COc1cccc(Cn2c(=O)c(-c3cccs3)nc3cnc(Nc4ccccc4)nc32)c1 | . | . | 3% | . | 2%[60.1 µM] | 5%[12.7 µM] | 0% | . | .
COc1cc(C(=O)OCC(=O)N2CCCCC2C)ccc1OCc1c(C)noc1C (stereo unspecified) | 17% | -14% | 2% | -76% | 1% | 30% | 1% | 21% | -2%
Cc1ccc(NC(=O)c2ccc(S(=O)(=O)N3CCCCCC3)cc2)nc1 | . | . | -1% | -20% | -2% | -5% | . | 1% | -6%
CCOC(=O)c1ccc(-n2c(CCC(=O)O)ccc2-c2ccccc2)cc1O | 12% | 4% | . | 2% | -6% | 18µM* | 1% | 45µM* | -23%
COc1cc(C2CC(=O)Oc3c2c(=O)n(C)c2ccccc32)cc(OC)c1OC (stereo unspecified) | ? | -4% | 6% | 46%[activator] | 0% | -8% | -2% | 50µM* | -18%
O=C(CC(C(=O)N1CCc2ccccc21)n1ccnc1)N1CCc2ccccc2C1 (stereo unspecified) | 21% | -20% | 2% | -2%[58.9 µM] | -19% | ? | -9% | ? | -13%
CC(=O)c1ccc(S(=O)(=O)N2CCC(c3nnc(SCCN4CCCC4)n3C)CC2)cc1 | 15% | 3% | 50%[activator] | 97%[activator] | -3% | -35% | -1% | -19% | -5%
O=C(Nc1cccc(C(F)(F)F)c1)Nc1ccon1 | 27% | -19% | 3% | -5% | -3% | . | -6% | 10% | -7%
CN(C)/C=N/c1nc(-c2ccc3c(c2)OCO3)cs1 | -10% | -8% | 2% | 59%[activator] | -4% | -17% | -1% | -30% | -24%
Cc1ccc(C2=NN(CC(=O)NCCN(CC(C)C)CC(C)C)C(=O)CC2)cc1 | 7%&-2% | ? | 52%[activator] | 14%&12% | -5% | -11% | -2%&-6% | 0%&-1% | -30%&-21%
O=C(NCc1ccccn1)c1ccc(OC2CCN(Cc3ccc(CO)o3)CC2)cc1 | ? | -8% | 24% | -6% | -18% | ? | -2% | -17% | -19%
CC(=O)c1c(C)[nH]c(C(=O)NCCN2CCC(C)CC2)c1C | 41% | -7% | -2% | 7% | -3% | ? | 3% | 3% | 0%
NS(=O)(=O)c1cc(C(=O)OCC(=O)c2ccc3c(c2)OCCO3)ccc1Cl | 1% | -23% | -7% | 55% | -3% | 24%[12.7 µM] | -7% | -24% | -8%
CCOC(=O)c1cc(-c2ccccc2)n(CCCC(=O)Nc2cccc(Cl)c2C)c1C | -5% | -1% | . | 4% | -16%[60.1 µM] | -18%[59 µM] | -2% | -9% | -11%
Cc1ccc(S(=O)(=O)N(C)C)cc1NC(=O)COC(=O)C1CCCC1 | . | . | 20% | 10% | 1% | -18% | . | -3% | -12%

Some of these compounds in order of their number in BLM inh, high to low:
| SMILES | BLM inh |
| --- | --- |
| CC(=O)c1c(C)[nH]c(C(=O)NCCN2CCC(C)CC2)c1C | 3% |
| COc1cc(C2CC(=O)Oc3c2c(=O)n(C)c2ccccc32)cc(OC)c1OC (stereo unspecified) | -2% |
| CCCn1c(N)c(N(CCOC)C(=O)c2ccc(F)cc2F)c(=O)[nH]c1=O | -9% |

Profiles as entered above:
Results for CC1(C(=O)NC2CCCCC2)Cc2ccccc2C(=O)N1Cc1ccc(Cl)cc1 (stereo unspecified) = POLB inh: 0%; Apoferritin bind: -3%; APEX1 inh: .; Pol iota inh: 16%; POLK inh: -1%; G9a block: 7%[59 µM]; BLM inh: 0%; BAZ2B block: 4%; Pol eta inh: .
Results for CCOC(=O)N1CCN(C(=O)COc2ccc(Cl)cc2C)CC1 = POLB inh: 29%; Apoferritin bind: -3%; APEX1 inh: 0%; Pol iota inh: -1%; POLK inh: -14%; G9a block: 29%[12.7 µM]; BLM inh: 1%; BAZ2B block: 0%; Pol eta inh: -9%

Next section.
SMILES | POLB inh | Apoferritin bind | APEX1 inh | Pol iota inh | POLK inh | G9a block | BLM inh | BAZ2B block | Pol eta inh
CCc1ccc(OCc2ccc(C(=O)NCc3ccccn3)o2)cc1 | -2% | -13% | -6% | -15% | -13% | -2%[59 µM] | -2% | 4% | -10%
CCN(CC)S(=O)(=O)c1ccc(OC)c(NC(=O)OCc2ccccc2)c1 | -7% | 34%[activator] | 16% | 133%[activator] | -28% | 4% | -11% | -12% | -29%
CNc1nc(Cl)nc2c1ncn2CC(COC(=O)C(C)(C)C)COC(=O)C(C)(C)C | . | -4% | -4% | . | 9%[60.1 µM] | . | -7% | . | .
O=C(N/C(=C/c1ccc(Br)cc1)c1nc2ccccc2[nH]1)c1ccco1 | 2% | -5% | 1% | 12% | -4% | -3% | -4% | ? | 2%
CCCCCCn1c(N2CCCC2)nc2c1c(=O)[nH]c(=O)n2C | -1% | 4% | 7% | 123%[activator] | -7% | -8% | 1% | -4% | -3%
Nc1nc(-c2cccc(NS(=O)(=O)c3ccccc3)c2)cs1 | -28% | -14% | 0% | 18% | -9% | 45µM* | -16% | ? | -11%
CCc1nnc(NCC(=O)N2CCc3ccccc32)s1 | -8% | ? | -2% | -9% | -10% | 14µM* | -2% | ? | -15%
CC1CCCCC1NC(=O)Cn1ncc2ccccc21 (stereo unspecified) | -11% | 8% | 0% | -9% | -16% | ? | -4% | 1% | -5%
Cc1ccccc1S(=O)(=O)N(CC(O)CN1CCCCC1)c1ccccc1 (stereo unspecified) | 9% | -2% | -12% | 23% | 2% | 11%[0.0925 µM] | 4% | 0% | -23%
Cc1ccccc1NC(=O)Cc1nc(COC(=O)c2ccc([N+](=O)[O-])cc2)cs1 | . | . | 46% | 12% | -8% | -5% | . | 1% | -14%
O=C(Nc1cc(C(F)(F)F)ccc1Cl)C(Sc1n[nH]c(=O)[nH]c1=O)c1ccccc1 (stereo unspecified) | 23% | ? | -1% | 12% | -3% | -35% | -4% | -18% | -6%
COc1ccccc1C(=O)Nc1ccccc1N1CCN(C(=O)c2ccc(Cl)cc2)CC1 | ? | -14% | -24% | -10% | -4% | . | -13% | -39% | -3%
COc1ccccc1NC(=S)NCCc1ccc(S(N)(=O)=O)cc1 | -25% | -5% | -2% | 64%[activator] | 6% | -3% | -2% | -22% | -17%
Cc1ccnc2nc(C(=O)Nc3nc4ccccc4s3)nn12 | 30% | -2% | -13% | 4% | -5% | 5%[59 µM] | -4% | 0% | 11%
Cc1ccccc1OCC(=O)OCC(=O)NC1CCCCCC1 | . | . | -2% | 57%[activator] | -5% | -30% | . | 6% | -16%
CCOc1ccc(S(=O)(=O)NCCC(=O)N2CCC(Cc3ccccc3)CC2)cc1 | -4% | 2% | -11% | 23% | -10% | 32% | -8% | -4% | -20%
CCN(CC)CCN1C(=O)C(=O)/C(=C(/O)c2ccc(C)cc2)C1c1cccnc1 (stereo unspecified) | 44% | 3% | 17% | 27% | -5% | . | 2% | -39% | -18%
COc1cc(C(Nc2ccccn2)c2ccc3ccc(C)nc3c2O)cc(OC)c1O (stereo unspecified) | 6% | -23% | 22% | 12% | -15% | ? | -3% | 50µM* | -17%
CC1CCN(C(=O)c2cccc(NC(=O)c3cccs3)c2)CC1 | 43% | -2% | -8% | 127%[activator] | 0% | ? | -3% | 1% | 1%
CC1CCc2c(nc3ncnn3c2N2CCN(c3ccccc3F)CC2)C1 (stereo unspecified) | 29% | -11% | -4% | 21% | -7% | -10% | 0% | -1% | -12%
Fc1ccc(Cn2nnnc2CN2CCN(C3CCCCC3)CC2)cc1 | 1% | -8% | 9% | 39%[activator] | 3% | 1%[59 µM] | 0% | 13% | -15%
CSc1cccc(NC(=O)CCNC(=O)c2ccco2)c1 | -23% | -3% | 2% | 43%[activator] | -3% | -3% | -2% | 1% | -8%
CCN(C[C@H]1N[C@@](CC)(C(=O)OC)[C@H]2C(=O)N(Cc3ccccc3)C(=O)[C@@H]12)S(=O)(=O)c1ccc(C)cc1 | . | . | -10% | 12% | 5% | . | . | . | -18%

Assay outcomes: PubChem, National Center for Advancing Translational Sciences (NCATS)

A portion of the library, so the mix of outcomes need not match the whole.
